# FLuc act counter = affects firefly luciferase, flagging false hits in luciferase stimulation screens. P08659. ATPlite luciferase biochemical, luminescence, 10 min; 0 = ATP-free wells, 1 = DMSO control. 200,000 tested, under 10 active. activation factor at 10 µM;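 active = luciferase activation factor, scaled between plate controls, of at least 2 with compound at 10 µM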
# Target sequence (P08659 whole entry, looked up): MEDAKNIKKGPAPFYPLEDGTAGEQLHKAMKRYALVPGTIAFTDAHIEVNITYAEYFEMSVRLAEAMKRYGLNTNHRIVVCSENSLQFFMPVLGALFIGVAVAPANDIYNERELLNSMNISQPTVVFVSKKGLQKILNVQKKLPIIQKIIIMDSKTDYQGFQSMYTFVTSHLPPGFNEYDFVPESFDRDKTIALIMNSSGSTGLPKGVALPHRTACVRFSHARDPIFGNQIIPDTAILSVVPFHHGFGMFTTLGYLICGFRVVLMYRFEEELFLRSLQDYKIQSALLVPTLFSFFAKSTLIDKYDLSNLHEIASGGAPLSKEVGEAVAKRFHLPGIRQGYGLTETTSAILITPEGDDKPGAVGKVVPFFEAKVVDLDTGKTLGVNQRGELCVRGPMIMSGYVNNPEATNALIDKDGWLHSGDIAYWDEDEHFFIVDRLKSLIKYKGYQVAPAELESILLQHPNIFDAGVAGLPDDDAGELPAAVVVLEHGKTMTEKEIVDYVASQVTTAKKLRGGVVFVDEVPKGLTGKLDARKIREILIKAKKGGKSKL
#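 assay system = Luciferase/luciferin detection reagent, cell-free biochemical luciferase assay | also added = ATP substrate | times = 10 min post-reagent at room temperature | measured by = luminescence from luciferase reaction | measure = luciferase activation, seen as luminescence increase over controls | benchmarks = low control with PBS replacing ATP, high control enzyme plus ATP without compound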
# TNAP inh no acc = TNAP (human) inhibition, acceptor-free conditions; inhibition, % at 20 µM; actives 0.26% (n = 200,000); P05186; purified TNAP, CDP-star luminescence, 30 min;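 active = tissue-nonspecific alkaline phosphatase inhibition above about 50% at 20 µM in the single-dose screen, limit read from the data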;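 also: 0% = DMSO negative control and 100% = EDTA positive control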
# Target sequence (P05186 whole entry, looked up): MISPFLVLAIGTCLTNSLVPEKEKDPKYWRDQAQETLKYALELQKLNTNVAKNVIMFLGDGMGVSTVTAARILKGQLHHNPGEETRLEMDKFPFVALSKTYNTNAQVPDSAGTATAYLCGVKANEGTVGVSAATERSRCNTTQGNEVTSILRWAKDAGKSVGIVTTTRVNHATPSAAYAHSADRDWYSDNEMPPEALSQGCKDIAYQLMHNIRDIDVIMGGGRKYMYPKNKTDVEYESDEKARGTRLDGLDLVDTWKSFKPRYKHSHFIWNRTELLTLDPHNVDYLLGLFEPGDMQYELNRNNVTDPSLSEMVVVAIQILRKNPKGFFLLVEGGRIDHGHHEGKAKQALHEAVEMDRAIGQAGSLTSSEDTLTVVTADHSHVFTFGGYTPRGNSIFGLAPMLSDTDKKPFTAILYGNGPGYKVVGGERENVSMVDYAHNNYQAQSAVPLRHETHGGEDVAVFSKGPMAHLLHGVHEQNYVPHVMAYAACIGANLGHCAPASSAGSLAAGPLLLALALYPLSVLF
# PMI act satM6P = increases human PMI activity with near-saturating mannose 6-phosphate | P34949 | coupled PMI enzyme assay, resazurin fluorescence, 20 min; active compounds read high; 1 = untreated enzyme, 0 = substrate-free blank | activation factor at 20 µM | actives 0.34% (n = 190,000);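 active = activation factor of 2 or more at 20 µM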
#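 Test system: human phosphomannose isomerase with PGI, G6PDH, diaphorase coupling enzymes; amount: 15 ng/mL PMI; incubation: enzyme reaction with compound 20 min at room temperature; technique: resorufin fluorescence (Ex 544/Em 590 nm) from resazurin via diaphorase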
# PMI activator = phosphomannose isomerase (human) activation. P34949. purified human PMI, coupled resazurin fluorescence, 20 min; active compounds read high; 1 = vehicle control, 0 substrate-free wells. activation factor at 20 µM. actives 0.005% (n = 190,000);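 active = activation factor of 2 or more at 20 µM, relative to plate controls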
# Diaphorase act = diaphorase activation or chemical reduction counter-screen | Diaphorase/resazurin coupled assay, resorufin fluorescence, 16 min; active compounds read high; 1 = vehicle wells, 0 = NADH-free wells | actives 0.005% (n = 190,000) | activation factor at 20 µM;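 active = diaphorase activity raised at least twofold by the compound at 20 µM; inactive = activation factor below 2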
#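 Assay system: bacterial diaphorase enzyme (C. kluyveri) / Input: enzyme 0.07 U/mL final / Medium: 50 mM HEPES pH 7.4 with 4.542 mM MgCl2, 0.005% Tween 20 / Doses: single compound dose of 20 µM, 1% DMSO final / Incubation: 16 min enzyme reaction, ambient temperature / Signal: fluorescence, excitation 544 nm and emission 590 nm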
# G6PDH counter = L. mesenteroides G6PDH inhibition counter-screen; Purified L. mesenteroides G6PDH, diaphorase/resazurin coupled fluorescence, 45 min; AID 1020; actives 0.12% (n = 200,000); inhibition, % at 5 µM; in the data active = inhibition above about 50%
# Diaph inh CS = inhibits diaphorase or chemically oxidizes, flagging diaphorase assay artifacts; AID 1217; diaphorase resazurin-to-resorufin fluorescence, NADH, 16 min; bacterial (C. kluyveri) enzyme, not human; inhibition, % at 20 µM; actives 0.69% (n = 190,000);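 active = primary screen inhibition at 20 µM above a set limit, cut at about 50% in these data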;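 also: plate controls were DMSO with full reaction for no effect and wells lacking NADH for full effect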
#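 material = Clostridium kluyveri diaphorase enzyme | amount = 0.14 U/mL diaphorase, enzyme working solution | schedule = incubation 16 min, room temperature | detection = fluorescence of resorufin formed from resazurin, Ex 544/Em 590 nm | benchmarks = positive control minus NADH, DMSO neutral control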
# HMGR II inh = inhibitors of class II HMG-CoA reductase from Enterococcus faecalis | purified E. faecalis HMGR, NADPH absorbance 340 nm kinetic | inhibition, % at 10 µM | actives 0.41% (n = 190,000);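 active = inhibition above a set limit, the median over all tested compounds plus 3 SD, cut at about 9.5% in these data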;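 also: enzyme runs in reverse so mevalonate oxidation gives rising NADPH absorbance; 0% = complete reaction with DMSO and 100% = background rate lacking mevalonate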
# TNAP inh hiacc = TNAP (human) inhibition, high acceptor; P05186; purified TNAP, CDP-star luminescence, 1 M DEA; inhibition, % at 20 µM; actives 0.03% (n = 200,000);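 active = over 50% inhibition of tissue-nonspecific alkaline phosphatase at 20 µM in the single-dose screen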;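 also: plate controls were DMSO wells for no effect and EDTA-quenched wells as full inhibition for full effect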
# TNAP act hi DEA = TNAP (human) activation, high acceptor; P05186; purified TNAP, CDP-star luminescence, 1 M DEA, 30 min; active compounds read high; 0 = EDTA background, 1 = DMSO-only activity; activation factor at 20 µM; 200,000 tested, under 10 active; AID 1136;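 active = activation factor at least 2 at 20 µM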
#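 system = human TNAP | amount = enzyme diluted 1/800 final | reagent = 100 µM CDP-star substrate | signal = luminescent substrate turnover signal | dosing = one dose, 20 µM | benchmarks = EDTA negative control, DMSO positive control | measure = activation factor | timing = 30 min reaction, room temperature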
# * hit, by the source's call. Random draw from the library; 1.7% or so of the library scored in one or more.
SMILES,FLuc act counter,TNAP inh no acc,PMI act satM6P,PMI activator,Diaphorase act,G6PDH counter,Diaph inh CS,HMGR II inh,TNAP inh hiacc,TNAP act hi DEA
CCS(=O)(=O)Nc1cccc(-c2nc3cccnc3s2)c1C,1,-4,0.8,0.8,0.9,6,12,-4,1,1
CCc1ccc(S(=O)(=O)Nc2cc(SCC(=O)O)c(O)c3ccccc23)cc1,1,18,0.9,1.1,0.8,48,25,10*,0,1
Cc1nc(C)c(C(=O)C2=C(O)C(=O)N(CCCn3ccnc3)C2c2ccccc2)s1 (stereo unspecified),1,-8,1,1,1,-10,2,-4,-3,1
COc1ccc(S(=O)(=O)Nc2nnc(CC(C)(C)C)s2)cc1,1,-3,1,0.9,1,7,-1,-4,-2,1
Cc1c(C(=O)Nc2ccc(F)cc2)oc2ccc(S(=O)(=O)N3CCC4(CC3)OCCO4)cc12,1,-7,0.9,0.9,0.8,6,21,1,-2,1
Cc1nn(C)cc1CNC(=O)c1cnn2c1NC(c1ccc(Br)cc1)CC2C(F)(F)F (stereo unspecified),1,-11,0.9,0.9,0.7,5,34,0,-4,1
CC1Cc2ccccc2N1C(=O)C1CCN(S(=O)(=O)c2cccs2)CC1 (stereo unspecified),1.1,-6,1.1,1,1,3,-4,-5,-3,1
Cc1cc(C(=O)NCCCc2ccccc2)no1,1,-6,0.9,0.9,0.9,2,6,1,1,1
O=C1CCCC2=C1C(c1cccs1)n1nc(SCc3ccccc3)nc1N2 (stereo unspecified),1,-15,1,0.9,0.9,-25,8,-1,-4,1
Nc1n[nH]c2c1C1(CCCC1)Cc1ccccc1-2,1,29,1.1,1,1,8,-2,0,-6,1.1
Cc1noc(C)c1C(=O)N1CCN(Cc2ccccc2)CC1,1,-21,1,1.1,0.9,4,6,-9,-2,1
c1ccc(COc2ccc(OCCN3CCCCC3)cc2)cc1,0.9,-3,1.1,1,1,18,4,0,-4,1
CC1=C(C(=O)Nc2ccccc2)C(c2cccs2)n2nnnc2N1 (stereo unspecified),1.1,-8,0.9,0.9,0.9,14,9,-1,0,1
O=C(C1CCCO1)N1CCN(c2ncccn2)CC1 (stereo unspecified),1,-10,1,1,1.1,5,-7,3,-6,1.1
CCc1ccccc1NS(=O)(=O)c1ccc2c(c1)NC(=O)CC(=O)N2,1,-4,0.9,0.8,0.8,17,20,0,2,1
COc1ccc(-n2nnnc2SCC(=O)NNC(=O)c2ccc([N+](=O)[O-])cc2)cc1,1.1,-47,1.1,1,0.9,-20,11,-9,-2,1
CCOC(=O)C1CCN(S(=O)(=O)c2ccc(OC)c(Cl)c2Cl)CC1,1,-10,1,1,0.9,-2,12,1,-2,1
Cc1cc(C)cc(OCC(=O)N2N=C(c3cccnc3)CC2(O)C(F)(F)F)c1 (stereo unspecified),1,-2,0.9,0.9,0.9,0,13,-9,3,1
CC(C)(C)N1CC(c2nc3ccccc3n2Cc2ccc(F)cc2)CC1=O (stereo unspecified),1,-8,0.9,0.9,0.9,5,11,-3,0,1
CCOC(=O)N1CCC(Nc2c(OCC)c(=O)c2=O)CC1,1.1,-21,1,1,0.9,2,6,-5,-6,1.1
O=S(=O)(NC1CCCC1)c1cccc(S(=O)(=O)N2CCC(n3nnc4ccccc43)CC2)c1,1,-4,1.1,1.1,0.9,-5,6,2,0,1
O=C(NCCN1CCN(Cc2ccccc2)CC1)C1c2ccccc2C(=O)N2CCc3ccccc3C12 (stereo unspecified),1.1,-13,1,1,1,2,1,-1,-5,1
Cc1nnc(NC(=O)CSc2cn(CCNC(=O)c3ccccc3)c3ccccc23)s1,1.1,-18,1,1,0.9,-16,12,-5,-4,1
CCOC(=O)C1=C(C)NC(C)=C(C(=O)OCC)C1c1cc2ccc(C)cc2[nH]c1=O,1,-20,1.1,1,0.9,4,14,-1,-4,1
COc1ccc(-c2cc(C(=O)NCCCn3ccnc3)no2)cc1OC,1.1,-3,1,0.9,0.9,-4,6,-6,-2,1
# Continued.
SMILES,FLuc act counter,TNAP inh no acc,PMI act satM6P,PMI activator,Diaphorase act,G6PDH counter,Diaph inh CS,HMGR II inh,TNAP inh hiacc,TNAP act hi DEA
CCn1cc(Br)c(C(=O)NCc2ccco2)n1,1,-10,1,0.9,0.9,2,7,0,-1,1
COc1ccc(C(=O)/C=C/c2ccc(F)cc2)c(OC(=O)c2ccc([N+](=O)[O-])cc2)c1,1,-8,0.9,0.9,0.9,-23,14,-6,0,1
COc1ccccc1S(=O)(=O)Cc1ccc(C(=O)N2CCOCC2)o1,1,-7,1.2,1.1,1.1,2,-5,-6,-4,1
COc1cccc(NC(=O)N(Cc2cc3cc(C)cc(C)c3[nH]c2=O)CC2COCCO2)c1 (stereo unspecified),1.1,-10,1,1,0.7,-1,30,-2,-10,1.1
COc1ccc(/C(C)=N\Nc2nc(-c3ccc(Cl)cc3)cc(C(F)(F)F)n2)cc1OC,1.1,-14,1,0.9,0.9,13,9,-8,0,1
O=C1C2C3C=CC(C3)C2C(=O)N1c1n[nH]c(-c2ccccc2)n1 (stereo unspecified),1.1,96*,1,1,0.9,-2,7,-5,-2,1
CCOC(=O)C1=C(C)OC(N)=C(C#N)C1c1cc(C)sc1C (stereo unspecified),1.1,-9,1,1,1,3,-1,0,-3,1
CC1=NNC(=O)C1CCC(=O)N/N=C/c1ccco1 (stereo unspecified),1.1,-9,1,1,1,-3,5,4,-4,1
O=C(CSc1nnc(-c2ccccc2)n1C1CCCCC1)Nc1ccc(S(=O)(=O)Nc2ccccn2)cc1,1.1,-8,0.9,0.8,0.8,2,19,0,-4,1
CCC(Sc1ncccc1C(=O)OC(C)C)C(=O)NCc1ccco1 (stereo unspecified),1,-9,1.1,0.9,0.9,5,7,-5,2,1
C/C(N)=C(/C#N)C(=O)COC(=O)c1oc2ccccc2c1COC(C)C,1,-14,1,1.2,1,0,-1,-2,2,1
O=C(CNC(=O)C(c1ccccc1)c1ccccc1)N/N=C\c1ccc2c(c1)OCO2,0.9,-2,1.1,1.1,1.1,-1,-7,-4,0,1
CCC(C)NC(=O)c1ccc([N+](=O)[O-])c(Cl)c1 (stereo unspecified),1,-12,0.9,0.9,0.9,0,14,-6,0,1
O=C(CCCCCNC(=O)c1ccccc1Cl)N/N=C/c1ccco1,1,-9,1,1.1,0.9,9,7,2,-6,1.1
Cc1ccc(C)c(NC(=O)C(c2ccccc2)N2CCOCC2)c1 (stereo unspecified),1.1,-7,1,1,1,8,0,-4,-7,1.1
CN(c1ccccc1C(=O)Nc1ccc(F)c(F)c1)S(C)(=O)=O,1,-2,1,0.9,0.9,1,14,-8,-1,1
CNc1cncc(C(=O)O)c1,1,-8,0.9,1,0.9,-2,7,-8,0,1
CCOc1ccc(NC2=C(Cl)C(=O)N(Cc3ccccc3)C2=O)cc1,1,14,0.9,0.9,0.9,9,14,-6,3,1
Cc1nc2ncnn2c(C)c1Cc1cccc(C(F)(F)F)c1,1.1,-12,1,1,0.9,-4,11,-6,-6,1.1
CCOC(=O)C1(CCc2ccccc2)CCN(C(=O)CCn2cnnn2)CC1,1.1,-4,0.9,0.9,0.8,5,18,-7,-7,1.1
CC(=O)c1ccc(N2CCN(CCC#N)CC2)c(F)c1,1.1,-10,0.9,0.9,0.9,1,10,-1,-1,1
CCOc1ccc(CN2CCN(Cc3nc(C(C)C)cs3)CC2CCO)cc1 (stereo unspecified),1.1,-11,1,1,1,2,4,2,-7,1.1
O/N=C(\c1ccc(Cl)cc1)c1ncc(C(F)(F)F)cc1Cl,1.1,6,0.9,1,0.9,3,12,4,-5,1.1
O=C(Cn1c(=O)c2c(ncn2Cc2ccccc2)n(Cc2ccccc2)c1=O)NC1CC1,1.1,6,1.1,1.1,1.1,5,-8,0,-6,1.1
CC(C)c1cc(C(=O)NNC(=S)NCc2ccco2)c(O)c(C(C)C)c1,1,-59,1,0.9,0.8,22,23,2,6,0.9
# Next part.
SMILES,FLuc act counter,TNAP inh no acc,PMI act satM6P,PMI activator,Diaphorase act,G6PDH counter,Diaph inh CS,HMGR II inh,TNAP inh hiacc,TNAP act hi DEA
Cc1ccc2nc(-c3ccc(SCC(=O)O)nc3)[nH]c2c1,0.6,-12,0.8,0.9,0.9,4,14,-4,0,1
CCOC(=O)C1CCN(C(=O)c2oc3ccc(S(=O)(=O)N4CC(C)CC(C)C4)cc3c2C)CC1 (stereo unspecified),1,-5,0.9,0.8,0.9,-11,15,2,6,0.9
CC(=O)c1ccc(N2C(=NC(=O)C(C)C)SC3CS(=O)(=O)CC32)cc1 (stereo unspecified),1,-9,1,1,0.9,0,6,-8,-4,1
NCC12CC3CC(CC(O)(C3)C1)C2,1,-15,1,1,0.9,4,8,0,0,1
O=C(NCCN1CCOCC1)C12CC3CC(C1)CC(c1ccccc1)(C3)C2,1.1,-12,1,1.1,0.9,2,11,1,-7,1.1
COc1nc(Nc2ccc(O)cc2)nc(OC(C(F)(F)F)C(F)(F)F)n1,1.1,2,0.9,0.9,0.9,-1,15,1,2,1
COc1ccc(C(C)=O)c2c1OCCO2,1,-3,0.9,0.9,0.8,3,15,-3,-2,1
COc1ccc(NC(=O)/C(=C\c2cccnc2)NC(=O)c2cccs2)cc1,1,-5,1,0.9,0.9,-3,6,-3,0,1
C/C(N)=C(/C#N)C(=O)CSc1nnc(-c2ccc(OC(F)F)cc2)o1,1,-4,1,1,0.9,-1,9,2,3,1
COC(=O)c1ccc2c(c1)S(=O)(=O)NC(=NCc1ccco1)S2,1,-6,1,1,0.9,-3,11,0,-2,1

# Entries of single compounds from above. Order of values: FLuc act counter, TNAP inh no acc, PMI act satM6P, PMI activator, Diaphorase act, G6PDH counter, Diaph inh CS, HMGR II inh, TNAP inh hiacc, TNAP act hi DEA
# O=C1CCCC2=C1C(c1cccs1)n1nc(SCc3ccccc3)nc1N2 (stereo unspecified) in the list: 1, -15, 1, 0.9, 0.9, -25, 8, -1, -4, 1
# NCC12CC3CC(CC(O)(C3)C1)C2 in the list: 1, -15, 1, 1, 0.9, 4, 8, 0, 0, 1
# COc1ccccc1S(=O)(=O)Cc1ccc(C(=O)N2CCOCC2)o1 in the list: 1, -7, 1.2, 1.1, 1.1, 2, -5, -6, -4, 1
# CN(c1ccccc1C(=O)Nc1ccc(F)c(F)c1)S(C)(=O)=O in the list: 1, -2, 1, 0.9, 0.9, 1, 14, -8, -1, 1

# Source: PubChem BioAssay
